KCNK3 inh = human KCNK3 channel inhibition, primary screen; CHO-KCNK3 thallium flux, FluxOR fluorescence; hits give low values; B-score at 10 µM; 0.84% of 340,000 active;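 active means B-score under library mean minus 4 SD, starting fluorescence ratio at most library mean plus 5 SD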;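 further: more negative B-score means stronger inhibition of thallium flux through KCNK3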
Target sequence (O14649 whole entry, looked up): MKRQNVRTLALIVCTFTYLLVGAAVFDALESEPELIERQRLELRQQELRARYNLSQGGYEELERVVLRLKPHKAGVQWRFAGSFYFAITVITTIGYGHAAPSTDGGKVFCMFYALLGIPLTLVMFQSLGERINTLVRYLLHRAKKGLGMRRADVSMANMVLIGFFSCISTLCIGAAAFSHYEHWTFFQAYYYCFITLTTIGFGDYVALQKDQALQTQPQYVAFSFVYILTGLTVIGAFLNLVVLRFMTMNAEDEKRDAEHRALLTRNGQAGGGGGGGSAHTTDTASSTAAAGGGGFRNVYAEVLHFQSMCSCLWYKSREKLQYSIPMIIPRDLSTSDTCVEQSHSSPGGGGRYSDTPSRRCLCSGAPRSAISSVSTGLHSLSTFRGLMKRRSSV
TRPC4 act = activators of mouse TRPC4 channel; Q9QUQ5; HEK293 TRPC4beta/mu-opioid, Fluo4 calcium fluorescence; hits give high values; B-score at 10 µM; 0.49% of 310,000 active; AID 2237;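 active means B-score above 5 SD of library B-scores, and initial fluorescence ratio not above library mean plus 5 SD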;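 further: positive B-score marks a calcium rise read as TRPC4 activation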
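Material: TRPC4beta and mu-opioid receptor HEK293 stable cells | Incubation: 45 min room-temperature Fluo4 loading, 110 s read | Detection: Kinetic Fluo4 calcium fluorescence | Measure: Integrated baseline-normalised fluorescence ratio, converted to per-well B score | Benchmarks: Low control buffer alone, high control maximal DAMGO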
TRPC4 potent = allosterically enhances the mouse TRPC4 cation channel | 0.42% of 310,000 active | HEK293 TRPC4beta/mu-opioid, DAMGO EC20, Fluo-4 Ca2+ flux; hits give high values | B-score at 10 µM;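 active means B-score of calcium response area above 5 SD of library B-scores, with initial fluorescence ratio within 5 SD of library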;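 further: B-score of integrated fluorescence ratio over time as area under calcium response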
hERG protect = hERG (human) protection from proarrhythmic block; Q12809; activation (rescue from dofetilide block), less the hit threshold, % at 10 µM; 0.51% of 310,000 active; AID 1511; CHO-hERG, FluxOR thallium flux, dofetilide IC70 present;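 active means activation above the mean of controls blocked by dofetilide plus 5 SD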;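 further: thallium influx through hERG after potassium depolarization seen as dye fluorescence rise; in these data hits start at about 4.7%; inactives centre near -7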
KCNQ1 act = potentiators or activators of human KCNQ1 potassium channel | P51787 | CHO-K1 KCNQ1, thallium flux FluxOR fluorescence; hits give high values | B-score at 10 µM | 0.35% of 310,000 active;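 active means fluorescence ratio B-score, a plate-corrected score, at least three library SD, with initial intensity B-score within 5 SD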
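assay system = CHO-K1 cells stably expressing KCNQ1 | medium = assay buffer, equal DMSO in all wells | timing = 37 °C overnight plating, 90-min dark dye load, 20-min compound pretreatment | measured by = kinetic FluxOR thallium fluorescence, 10-s 1-Hz baseline, 110-s post-stimulus read | measure = fluorescence change relative to baseline, converted to B score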
TMEM16A inh = blocks the mouse calcium-activated chloride channel TMEM16A; Q8BHY3; HEK293 TMEM16A/YFP iodide influx fluorescence, ionomycin; normalized B-score (activity score, 25-100; higher = stronger inhibition) at 10 µM; 1.2% of 310,000 active; AID 588511;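 active means ratio plate-corrected score three or more library SD toward inhibition, starting fluorescence score within five deviations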;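 further: score derived from kinetic fluorescence span divided by baseline fluorescence per well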
TMEM16A act = activators or potentiators of mouse TMEM16A chloride channel; Q8BHY3; HEK293 TMEM16A/YFP-H148Q/I152L, iodide quench fluorescence; hits give low values; B-score at 10 µM; 0.3% of 340,000 active; AID 623877;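 active means fluorescence-ratio B-score plate-corrected deviation score at least 3 library SD below zero, with starting fluorescence score within 5 deviations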;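 further: channel opened by trigger with iodide after compound preincubation; score built on the fluorescence ratio of max minus min over baseline; more negative score means more quench and so TMEM16A activation or potentiation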
Dyrk1A ADPGlo = inhibitors of rat Dyrk1A kinase | ADP-Glo luminescence, NFATc1 peptide | inhibition, % at 12.5 µM | 0.43% of 310,000 active | AID 504441; in the data active means inhibition above about 50%;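 further: plate controls were vehicle with enzyme for no effect and no enzyme for full effect; many of its hits are not listed in these tables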
HDAC3 inhib = blocks human histone deacetylase 3; O15379; recombinant HDAC3, fluorogenic peptide/trypsin coupled, fluorescence; inhibition, % at 8.3 µM; 0.15% of 320,000 active; AID 2718; in the data active means inhibition above about 26%, passing the limit was not always enough
KCNQ1 block = blocks the human KCNQ1 potassium channel; B-score at 10 µM; AID 2642; 1.3% of 310,000 active; P51787; CHO-K1 KCNQ1, FluxOR thallium flux fluorescence; hits give high values;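 active means compounds whose thallium flux B-score, printed positive for inhibition, exceeds three library SD while starting fluorescence stays within three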;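 further: channel opened by potassium depolarization with thallium stimulus after 20 min compound exposure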
KCNK9 inh = human KCNK9 channel inhibition; 1.2% of 310,000 active; HEK293 KCNK9, FluxOR thallium flux fluorescence; hits give low values; B-score at 10 µM; AID 488922; Q9NPC2;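 active means ratio B-score over 3 SD below the library mean, with starting fluorescence within 5 SD of its mean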;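 further: negative B-score means less thallium flux so channel inhibition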
Target sequence (Q9NPC2 whole entry, looked up): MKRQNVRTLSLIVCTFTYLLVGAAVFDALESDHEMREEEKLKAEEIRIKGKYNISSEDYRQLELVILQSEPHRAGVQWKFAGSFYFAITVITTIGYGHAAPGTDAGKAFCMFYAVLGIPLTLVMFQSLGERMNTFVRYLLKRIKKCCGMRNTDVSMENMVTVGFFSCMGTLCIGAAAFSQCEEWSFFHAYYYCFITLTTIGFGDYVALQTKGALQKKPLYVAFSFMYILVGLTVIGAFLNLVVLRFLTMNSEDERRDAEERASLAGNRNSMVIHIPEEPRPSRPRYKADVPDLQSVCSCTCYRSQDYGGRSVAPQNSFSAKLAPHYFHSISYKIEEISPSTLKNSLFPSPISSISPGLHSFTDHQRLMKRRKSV
* marks the source's active call; other numbers are inactive results; i = inactive; / = not tested or not shown; & = joins results of further samples. A portion of the library, so the mix of outcomes need not match the whole.

SMILES	KCNK3 inh	TRPC4 act	TRPC4 potent	hERG protect	KCNQ1 act	TMEM16A inh	TMEM16A act	Dyrk1A ADPGlo	HDAC3 inhib	KCNQ1 block	KCNK9 inh
O=C(NCC1CCN(Cc2ccc(F)cc2)CC1)Nc1cc(F)ccc1F	i	i	i	-4	i	i	i	13	-2	i	i
COc1ccc(N2CCN(CC(O)COC(c3ccc(F)cc3)c3ccc(F)cc3)CC2)cc1 (centres undefined)	i	i	i	-21	i	i	i	-5	12	i	i
Cc1csc(=O)n1CC(=O)OCC(=O)NCc1ccccc1	i	i	i	-17	i	i	i	9	-4	i	i
COCCCn1c(SCC(=O)NC2CCCC2)nnc1-c1ccncc1	i	i	i	-9	i	i	i	-6	-3	i	i
O=C(CNC(=O)c1ccc(Br)o1)NNC(=O)c1ccccc1O	i	i	i	-4	i	i	i	/	6	i	i
Cc1c(NC(=O)C2CC(c3ccc(F)cc3)=NO2)c(=O)n(-c2ccccc2)n1C (centres undefined)	i	i	i	-11	i	i	i	3	-6	i	i
O=C(O)c1ccc(CSc2nnc(-c3ccncc3)n2CC2CCCO2)cc1 (centres undefined)	i	i	i	-3	i	i	i	-8	-10	i	i
CCOCCCNC(=O)c1ccc(OC)cc1	i	i	i	-11	i	i	i	5	/	i	i
CN1CCN(S(=O)(=O)c2ccc(C(=O)Nc3ccccc3)cc2)CC1	i	i	i	-9	i	i	i	19	5	i	i
O=C(c1ccc(CNS(=O)(=O)c2ccc(Br)cc2)cc1)N1CCCC1	i	i	i	-10	i	i	i	-1	3	i	i
CC(=O)c1ccccc1NC(=O)Cn1c(=O)cnc2ccccc21	i	i	i	-6	i	i	i	5	-1	i	i
O=C(N/N=C\c1ccc(Cl)s1)C1COc2ccccc2O1 (centres undefined)	i	70*	i	-1	i	i	i	-13	4	i	i
CC(C)NC(=O)CSc1nnc(-c2ccc3ncccc3c2)n1C	i	i	i	-4	i	i	i	-4	0	i	i
CC(C)N(Cc1nnc(-c2ccc(Cl)cc2)o1)C(=O)C1=COCCO1	i	i	i	-13	i	i	i	-4	-1	i	i
O=C(COC(=O)C1CCCN1C(=O)c1cccs1)Nc1ccc2c(c1)OCO2 (centres undefined)	i	i	i	-5	i	i	-20*	17	-2	i	i
COc1cc(/C=C/C(=O)OCC(=O)Nc2c(C)n(C)n(-c3ccccc3)c2=O)ccc1O	i	i	i	-4	i	i	i	10	-1	i	i
C#CCOCCOCCOCCNc1nc(N2CCN(C(=O)CCCCCCCCCCNC(=O)Cn3cc(C[C@@H](C)O)nn3)CC2)nc(N2CCN(C(=O)CCCCCCCCCCNC(=O)[C@H](CO)n3cc(CCCSC)nn3)CC2)n1	i	/	/	/	/	i	i	0	13	/	/
CCOC(=O)N1CCN(C/C(C)=C/c2ccccc2)CC1	i	i	i	-7	i	i	i	9	-2	i	i
O=C(CSC1=NCCS1)Nc1ccccc1F	i	i	i	-7	i	i	/	9	5	i	i
CN(C)S(=O)(=O)c1ccc(N2CCCC2)c(C(=O)Nc2ccc(Br)cc2F)c1	i	i	i	-17	i	i	i	/	6	i	i
COc1ccc(-c2nc(-n3c(C)c(C(C)=O)c(C(C)=O)c3C)sc2C)cc1OC	i	i	i	-12	i	i	i	2	0	i	i
COc1cc(CNCc2cccnc2)ccc1OCC(=O)NC1CCCCC1	i	i	i	-6	i	i	i	-4	1	i	i
Cc1ccc(C)c(OCC(=O)NCC(C)C)c1C	i	i	i	-10	i	i	i	-3	1	i	i
CCC(C)(C)NC(=O)C(c1ccc(F)cc1)N(Cc1ccco1)C(=O)c1cnccn1 (centres undefined)	i	i	i	-8	i	i	i	-1	5	i	i
O=C(NCCN1CCCCC1)Nc1ccc(F)cc1F	i	i	i	-2	i	i	i	1	-4	i	i
Next records.
SMILES	KCNK3 inh	TRPC4 act	TRPC4 potent	hERG protect	KCNQ1 act	TMEM16A inh	TMEM16A act	Dyrk1A ADPGlo	HDAC3 inhib	KCNQ1 block	KCNK9 inh
CCCSc1nc2c(cnn2-c2ccccc2)c(=O)n1N	i	i	i	-5	i	i	i	9	10	i	i
COc1ccc(C(=O)Oc2ccc(N(C)S(=O)(=O)c3ccccc3)cc2)cc1[N+](=O)[O-]	i	i	i	-5	i	i	i	1	5	i	i
O=C(O)CCCC(=O)Nc1ccc(N=Nc2ccccc2)cc1	i	i	i	-4	i	i	i	-1	4	i	i
CC1CCC2C(=O)N(c3ccc(C(=O)NCc4ccccc4)cc3)C(=O)C2C1 (centres undefined)	i	i	i	-2	i	i	i	-4	1	i	i
CC/C(=N\NC(=S)NC(C)C)c1ccc(OC)c(OC)c1	i	i	i	-11	i	i	i	-5	6	i	i
O=C(Nc1cc(-c2nc3ncccc3o2)ccc1Cl)c1cccs1	i	i	i	-9	i	i	i	1	3	i	i
O=C(NC(=S)Nc1ccc(CN2CCOCC2)cc1)c1ccc([N+](=O)[O-])cc1Cl	i	i	i	-7	i	i	i	-2	1	i	i
Fc1ccc(C(c2nnnn2C2CCCC2)N2CCN(Cc3ccncc3)CC2)cc1 (centres undefined)	i	i	i	-4	i	i	i	-2	-10	i	i
CC(=O)N1CCc2c(sc(NC(=O)c3ccc([N+](=O)[O-])o3)c2C#N)C1	i	i	i	-16	i	/	i	2	/	i	i
Cc1nn(C)c(C)c1C(=O)NN	i	i	i	-4	i	i	i	-4	-7	i	i
O=C(N/N=C/C=C/c1ccccc1)c1ccccn1	i	i	i	-13	i	i	i	-4	4	i	i
Cc1ccc2[nH]c(=O)c3cc(C(=O)NCCC(C)C)sc3c2c1	i	i	i	-9	i	i	i	-1	-3	i	i
O=C(c1ccc(C(F)(F)F)cc1)c1c[nH]c(C(=O)NCCCn2ccnc2)c1	i	i	i	-21	i	i	i	13	5	7*	i
COc1cc(C(=O)N2CCC3(CC2)NCCc2[nH]cnc23)cc(OC)c1OC	i	i	i	-2	i	i	i	/	3	i	i
C#CC[N+]1(CC#Cc2ccccc2)CCCCC1	i	i	i	-4	i	i	i	4	-4	i	i
Cc1ccc(C2(CC(=O)N3CCCC3)CCOC(C(C)C)C2)cc1 (centres undefined)	i	i	i	-10	i	i	i	1	3	i	i
CSc1n[nH]c2nc3c(c(=O)n12)C1(CCCC1)Cc1ccccc1-3	i	i	i	-5	i	i	i	-3	-7	i	i
Cc1c(C(=O)N/N=C/c2ccccc2)[nH]c2c([N+](=O)[O-])cccc12	i	i	i	-9	i	i	i	-3	-4	i	i
O=C(O)c1ccc(OCCOc2ccccc2)cc1	i	i	i	-3	i	i	i	0	/	i	i
CCOc1ccc(-c2nnc3ccc(SCC(=O)NCc4ccco4)nn23)cc1	i	i	i	-10	i	i	i	2	1	i	i
CC(=O)c1cn(N2CCCCC2)c(=O)[nH]c1=O	i	i	i	-2	i	i	i	0	2	i	i
COc1ccccc1N(CC(=O)Nc1ccc(C(F)(F)F)cc1)S(C)(=O)=O	i	i	i	-7	i	i	i	-3	3	i	i
NC(=O)c1[nH]cnc1N	i	i	i	-4&-5	i	i	i	-2&6	5&0	i	i
Cc1cccc(C(C)C)c1NC(=O)COC(=O)c1cccc(S(=O)(=O)N2CCc3ccccc3C2)c1	i	i	i	-7	i	i	i	-4	-11	i	i
Cc1ccc(NC(=O)COC(=O)c2cc(Cl)ccc2[N+](=O)[O-])c(C)c1	i	i	i	-4	i	i	i	-1	0	i	i

Full records, quoted from the list. Values in the order: KCNK3 inh | TRPC4 act | TRPC4 potent | hERG protect | KCNQ1 act | TMEM16A inh | TMEM16A act | Dyrk1A ADPGlo | HDAC3 inhib | KCNQ1 block | KCNK9 inh
`O=C(c1ccc(C(F)(F)F)cc1)c1c[nH]c(C(=O)NCCCn2ccnc2)c1` as listed: i | i | i | -21 | i | i | i | 13 | 5 | 7* | i
`Fc1ccc(C(c2nnnn2C2CCCC2)N2CCN(Cc3ccncc3)CC2)cc1` (centres undefined) as listed: i | i | i | -4 | i | i | i | -2 | -10 | i | i

Next section.
SMILES	KCNK3 inh	TRPC4 act	TRPC4 potent	hERG protect	KCNQ1 act	TMEM16A inh	TMEM16A act	Dyrk1A ADPGlo	HDAC3 inhib	KCNQ1 block	KCNK9 inh
CCn1nc(C)c(NC(=O)Nc2cccc(Cl)c2Cl)c1C	i	i	i	-1	i	i	i	-2	-6	i	i
O=C(c1cc2cc(Br)ccc2s1)N1CCOCC1	i	i	i	-5	i	i	i	/	-1	i	i
S=c1[nH]nc(CSCc2ccc(Cl)cc2Cl)n1-c1ccccc1	i	i	i	-10	i	i	i	1	4	i	i
CCC(C)(NC(=O)c1ccc2c(c1)OCO2)C(=O)NC1CCCCC1 (centres undefined)	i	i	i	-2	i	i	i	-3	-9	i	i
O=C(NCCCCCCNC(=O)C1CCCC1)C1CCCC1	i	i	i	-17	i	i	i	13	1	i	i
CCN(CC)S(=O)(=O)c1cc(C(=O)OCC(=O)Nc2cccc(Br)c2)ccc1F	i	i	i	-13	i	i	i	-6	0	i	i
O=C(CC1NCCNC1=O)Nc1ccc(Cl)c(Cl)c1 (centres undefined)	i	i	i	-5	i	i	i	-4	2	i	i
CCN1C(=O)CCCc2ccccc21	i	i	i	-16	i	i	i	-2	-3	i	i
CC(C)(C)CC(=O)O/N=C(\N)c1ccncc1	i	i	i	-6	i	i	i	-3	-1	i	i
CCSc1nnc(-c2ccc(Cl)cc2Cl)o1	i	i	i	-7	i	i	i	3	-2	i	i
Cn1cnc([N+](=O)[O-])c1NC(C)(C)C	i	i	i	-6	i	i	i	10	-10	i	i
Cc1c(Br)c([N+](=O)[O-])nn1CC(=O)Nc1sc2c(c1C(=O)OC(C)C)CCCC2	i	i	i	-11	i	i	i	-5	-7	i	i
N#Cc1ccccc1N1CCN(C(=O)c2ccc(NC(=O)c3ccc(Br)o3)cc2)CC1	i	/	/	/	/	i	i	5	-5	/	/
COc1cccc(N/C=C/C(=O)c2ccc(Cl)cc2)c1	i	i	i	-6	i	i	i	-12	9	i	i
COc1ccc(C)cc1NC(=O)CN(C)S(=O)(=O)c1ccc2c(c1)CC(C)N2C(C)=O (centres undefined)	i	i	i	-12	i	i	i	-6	12	i	i
COc1ccc(NCc2cccnc2)cc1	i	i	i	0	i	i	i	-2	5	i	i
CCOC(=O)N1CCN(C(=O)c2cc3c(ccc4ccccc43)oc2=O)CC1	i	i	i	-11	i	i	i	16	-24	i	i
COC(=O)c1sc(-c2ccc(C(C)(C)C)cc2)cc1NC(=O)CCC(=O)O	i	i	i	-8	i	i	i	/	5	i	i
COc1ccc(N2CCN(Cc3nnc(-c4ccccc4)o3)CC2)cc1	i	i	i	-5	i	i	i	0	2	i	i
